Assay outcomes: PubChem BioAssay, National Center for Advancing Translational Sciences (NCATS)
MmCpn inh = inhibitors of Methanococcus maripaludis chaperonin (MmCpn); 0.031% of 330,000 active; purified Mm-Cpn ATPase, ADP Transcreener TR-FRET; Potency, µM (series often up to 76.9 µM), without a hit: at the highest dose activity, negative = inhibition, hits mostly inhibitors; active means well fitted inhibition curve with a large enough effect; inconclusive means small, poorly fitted or top-dose-only effect; further: nearly all actives have a fitted effect of over 80% in size
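Eu-cryptate anti-ADP/ADP-d2 competition gives a ratio inversely related to ADP. Enzyme at 25 nM was pre-exposed to compound for 10 min, then given 10 uM ATP for 30 min, 37°C throughout.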
The depositor's hits bear a star; ? = inconclusive; [ ] = remark or other dose. On the % scale 0 is the no-effect control and ±100 the full control effect; potency means the concentration at half of the fitted maximal effect. An excerpt. The share of hits here may be higher or lower than overall.

SMILES | MmCpn inh
COc1cc(C(=O)N(C)c2nnc(-c3cccnc3)s2)cc(OC)c1OC | -2%
Cc1c(Cl)ccc2c(C(=O)NC(C)c3ccncc3)cc(-c3ccncc3)nc12 (centres undefined) | 2%
Cc1ccc2c(Cn3cc(C(F)(F)F)cc(Cl)c3=O)cc(=O)oc2c1 | 2%
O=C1CSC(c2ccc(F)cc2)N1c1nnc(C23CC4CC(CC(C4)C2)C3)s1 (centres undefined) | 2%
Cn1cnc2c1c(=O)[nH]c(=O)n2C | 1%
CCOC(=O)c1sc(NC(=O)CCN2CC(C)OC(C)C2)c(C(=O)OCC)c1C (centres undefined) | -2%
C#CCOCCOCCOCCNc1nc(N2CCN(C(=O)[C@H](CCC(=O)O)n3cc(C(N)CO)nn3)CC2)nc(N2CCN(C(=O)[C@H](CCCCN)n3cc(C(N)[C@H](C)CC)nn3)CC2)n1 (some centres undefined) | -5%
COc1ccc(-c2nn(-c3ccccc3)cc2/C=N/Nc2ccccn2)cc1 | -1%
O=c1oc2ccc(F)cc2c2c1C1O[C@](c3ccsc3)(Cc3c1ccc1ccccc31)O2 | -1%[15.4 µM]
CCCOc1ccc(C(=O)CCC(=O)OCC(=O)Nc2ccc(Oc3ccccc3)cc2)cc1 | 0%
COc1cc(OC)cc(N(C(=O)c2snc(C(N)=O)c2N)C(C(=O)NCC2CCCO2)c2ccc(C)o2)c1 (centres undefined) | -1%
Nc1nc(SCC(=O)NC2CCCC2)[nH]c(=O)c1-c1ccccc1 | 0%
CC(C)COc1ncnc2c1sc1nc3c(cc12)COC(C)(C)C3 | -5%
Cc1ccc(/C=N/n2c(C)nc3ccccc3c2=O)s1 | -5%
CCOP(=O)(OCC)C(Nc1cccc(C(F)(F)F)c1)c1ccc(Br)cc1 (centres undefined) | 0%
CCOC(=O)c1cnc2c(C)c(Cl)ccc2c1Nc1ccc(S(=O)(=O)Nc2ncccn2)cc1 | 1%
CCOC(=O)C1CCN(C(=O)C2CCN(S(=O)(=O)c3cccc4cccnc34)CC2)CC1 | 0%
COc1ccccc1-c1n[nH]c(=S)n1Cc1ccco1 | -3%
COc1ccc([N+](=O)[O-])cc1NS(=O)(=O)c1ccc(Cl)c(C(=O)Nc2sc3c(c2C#N)CCCCC3)c1 | -2%
C[C@H](NC(=O)c1nc[nH]c1C(=O)NC1CCNCC1)C(=O)OCc1ccccc1 | 0%

Some of the entries so far, with each value named:
> Cc1c(Cl)ccc2c(C(=O)NC(C)c3ccncc3)cc(-c3ccncc3)nc12 (centres undefined)
  MmCpn inh: 2%

> Cc1ccc2c(Cn3cc(C(F)(F)F)cc(Cl)c3=O)cc(=O)oc2c1
  MmCpn inh: 2%

Carrying on:
SMILES | MmCpn inh
O=C(Cc1ccccc1)c1c[nH]c(C(=O)NCCCn2ccnc2)c1 | 0%
COCC(C)n1c(C)cc(C(=O)COC(=O)C2=NN(c3ccccc3)C(=O)CC2)c1C (centres undefined) | -1%
C[C@@](Cc1ccccc1)(C(=O)O)N1C(=O)c2ccc(C(=O)O)cc2C1=O | 1%
CN=c1scc(-c2ccccc2Br)n1/N=C/c1ccc[nH]1 | -2%
O=C(O)c1ccnc2c(O)cccc12 | 3%
Cc1ccc2nc3n(c(=O)c2c1)-c1cc(Cl)ccc1C(=O)NC3Cc1ccc(O)cc1 (centres undefined) | -2%
COc1cc2c(cc1NC(=O)COC(=O)c1ccccc1)oc1ccccc12 | -3%
CC(=O)Nc1ccc([C@H]2[C@H](C)CC[C@H]3C(=O)N4[C@@H](CC[C@@H](C)[C@@H]4c4ccc(NC(C)=O)cc4)C(=O)N32)cc1 | 0%
COc1ccc(-c2nn(C)c(=O)c3ccccc23)cc1CNC(=O)NC1CCCCC1 | -1%
CC1Cc2ccccc2N1C(=O)CSc1nc(N)cc(=O)[nH]1 (centres undefined) | 0%
O=C(O)CCc1nc(-c2ccccc2)c(-c2ccccc2)o1 | -2%
Nc1nc(SCC(=O)NCCc2ccccc2)[nH]c(=O)c1-c1ccccc1 | 1%
CSc1nc(NCc2ccco2)c2c3c(sc2n1)CN(C)CC3 | 2%
Cn1c(O)c(C=NCC2CCNCC2)c(=O)n(C)c1=O | -1%
CCOC(=O)c1cccc(-n2c(-c3ccc(OC)cc3)nc3nc4ccccc4nc32)c1 | -1%
CN1C(=S)SC(N2OC3C(=O)N(c4ccccc4)C(=O)C3C2c2ccccc2)C1(C)C (centres undefined) | 0%
Cc1scc(C(=O)N/N=C/c2ccc([N+](=O)[O-])o2)c1C | 2%
CCCN1CCN(C(=O)c2cc3c(s2)-c2ccccc2S(=O)(=O)C3)CC1 | 2%
CCCOc1cc(C)c(S(=O)(=O)N2CCOCC2)cc1C | 0%
CCOC(=O)c1c(NC(=O)CSc2nnc(C)c(=O)[nH]2)sc(C)c1C | 2%
CC1CCN(S(=O)(=O)c2ccc3c(c2)CCC(=O)N3CC(=O)Nc2cccc(C#N)c2)CC1 | -2%
CCCc1nc2sc3c(=O)n(N)cnc3c2c2c1COC(C)(C)C2 | 1%
Cc1nc(SCC(=O)c2c(C)[nH]c3ccccc23)c2c(=O)n(C)c(=O)n(CC(C)C)c2n1 | -3%
CCOc1ccc(N2C(=O)CN(O)C=C3N=c4ccccc4=C32)cc1 | -1%
CCOc1nc(-c2ccc(C)cc2)ccc1-c1noc(-c2cccnc2)n1 | -7%
CN(C)c1ccc(C(c2nnnn2C(C)(C)C)N2CCc3ccccc3C2)cc1 (centres undefined) | 1%
Cn1c(=O)[nH]c(=O)c2c1nc(N1CCCCCC1)n2CC(=O)c1ccccc1 | 1%
CCN1C(=O)/C(=C/c2cnn(C)c2C)SC1=S | 0%
O=C(O)c1ccccc1/C=N/Nc1nc(N2CCCCC2)nc(N2CCCCC2)n1 | 1%
CC1CCC(NC(=O)c2ccc(NC(=O)c3ccc(=O)[nH]c3)cc2)CC1 (centres undefined) | ?
CCN=C1S/C(=C\c2ccc(OC)c(OCC)c2)C(=O)N1CC | -10%
CCOC(=O)c1c(-c2cccs2)csc1NC(=O)CNCCN1CCOCC1 | -8%
Cc1ccc(-c2csc(N3N=C(c4ccccc4)/C(=C\c4ccc(N(C)C)cc4)C3=O)n2)cc1 | 0%
Cc1ccc(CNC(=O)CC2Nc3c4ccccc4nc(=S)n3C2=O)cc1 (centres undefined) | -4%
Cc1cc(C)cc(OCCn2c(C3CC(=O)N(c4ccccc4Cl)C3)nc3ccccc32)c1 (centres undefined) | -3%
C1CNCCNCCCNCCNC1 | 0%
CCOc1ccc(C2/C(=C(/O)c3ccc(Cl)cc3)C(=O)C(=O)N2CCCN(C)C)cc1OC (centres undefined) | 0%
Cc1c(N=CC=Nc2c(C)n(C)n(-c3ccccc3)c2=O)c(=O)n(-c2ccccc2)n1C | 2%
COc1ccc(OC)c(Nc2nc(-c3sc(NC(=O)c4ccccc4)nc3C)cs2)c1 | 1%
O=C(O)c1cccc(-c2ccc(/C=N/n3cnc4sc5c(c4c3=O)CCCC5)o2)c1 | 1%
CCn1c(SCC(=O)Nc2cc(C)on2)nc2sc(C)c(C)c2c1=O | -5%
Cc1ccc(-n2[nH]c(C)c(C=Nc3ccc(S(=O)(=O)Nc4nccs4)cc3)c2=O)c(C)c1 | 0%
COc1ccc(CNC(=O)C2CCC(CNc3nc(=S)[nH]c4ccccc34)CC2)cc1 (centres undefined) | -2%
N#C/C(=C/c1ccc(Br)o1)C(N)=S | -4%
CCN1/C(=C/C=C/C=C/c2sc3ccccc3[n+]2CC)Sc2ccccc21 | 32µM*
CC(=O)c1ccc(Nc2c3c(c(C#N)c4nc5ccccc5n24)CCC3)cc1 | -5%
CCOC(=O)C1=C(c2ccccc2)O/C(=C(/C#N)C(F)(F)F)S1 | -5%
S=c1nc(-c2ccccc2)n(Cc2ccco2)c2c1CCCC2 | -2%
O=C(CSC(=S)N1CCOCC1)Nc1nc(=O)c2ccccc2s1 | 2%
N/C(=N\OC(=O)COc1ccc([N+](=O)[O-])cc1)c1ccc(Br)cc1 | 0%

(more compounds)
SMILES | MmCpn inh
N#Cc1ccc2c(c1)C[C@]1(CCCCN3C(=O)c4ccccc4C3=O)OC3=C(C(=O)OC4(CCCCC4)C3)C2O1 | -4%[15.4 µM]
CCOCCn1cnc2sc(C(=O)Nc3nc(C)c(C(=O)OCC)s3)c(C)c2c1=O | -1%
C#CCOCCOCCOCCNc1nc(N2CCN(C(=O)[C@H]([C@@H](C)CC)n3cc(CCCN=C(N)N)nn3)CC2)nc(N2CCN(C(=O)[C@H]([C@@H](C)CC)n3cc(CCCN=C(N)N)nn3)CC2)n1 | -9%
CN1C(=O)/C(=C/C=C2\SCCN2C)SC1=S | -2%
Nc1cccc2c1nnn2C1OC(CO)C(O)C(O)C1O (centres undefined) | -3%[15.4 µM]
Cc1ccnc(NC(=O)CSc2nnc3c(n2)[nH]c2ccccc23)c1 | -6%
C[C@@H]1CC=C[C@H]2[C@H]1C(=O)N(Cc1ccccc1)[C@H]2c1ccc(F)c(Br)c1 | 1%
O=C1C(=O)N(CCCN2CCOCC2)C(c2cccs2)/C1=C(/O)c1ccc2c(c1)OCO2 (centres undefined) | -4%
Cc1cc(C)c2[nH]c(=O)c(C(c3nnnn3C3CCCC3)N3CCOCC3)cc2c1 (centres undefined) | -16%
Cc1nnc2n(Cc3ccccc3)c(=O)c3c4c(sc3n12)CCCC4 | 1%

MmCpn inh: what is marked active above.
SMILES | MmCpn inh
CCN1/C(=C/C=C/C=C/c2sc3ccccc3[n+]2CC)Sc2ccccc21 | 32µM*

Returning to the listing, starting two compounds before the break.
SMILES | MmCpn inh
Cc1cc(C)c2[nH]c(=O)c(C(c3nnnn3C3CCCC3)N3CCOCC3)cc2c1 (centres undefined) | -16%
Cc1nnc2n(Cc3ccccc3)c(=O)c3c4c(sc3n12)CCCC4 | 1%
CN1CCN(c2nc3c(c(=O)[nH]c(=O)n3C)n2CCSc2ncccn2)CC1 | 0%
Cn1c(O)c(C=NC(CC(N)=O)C(=O)O)c(=O)n(C)c1=O (centres undefined) | -7%
COc1ccc(S(=O)(=O)C(C#N)c2nc3ccccc3nc2N2CCC(C)CC2)cc1 (centres undefined) | 1%
O=c1cc(-c2ccc([N+](=O)[O-])cc2)nc2cc(-c3ccc(Cl)cc3)[nH]n12 | -2%
CCc1ccc(C(=O)CSC2=C(C#N)C(c3ccco3)C(C(C)=O)=C(C)N2)cc1 (centres undefined) | -23%
S=C(NCCNCc1ccccc1)NC1CCCCC1 | 0%
O=C(Nc1nc2c(s1)CCCC2)c1cc(-c2ccc3c(c2)OCO3)nc2ccccc12 | -1%
CCCCCCN(C(=O)CCCCCN1C(=O)NC(c2ccc(C(C)(C)C)cc2)C(C(=O)OCc2ccccc2)=C1C)C(C(=O)NCCCC)c1ccc(OCC(=O)OC)c(C(=O)OC)c1 (centres undefined) | 0%
CCCc1nc(SCC(=O)N2CCc3ccccc32)c2c(=O)n(C)c(=O)n(C)c2n1 | 0%
CCCN1CCC(N2CCN(c3ccccc3OC)CC2)CC1 | -1%

Shown field by field: part of the list above
Molecule: S=C(NCCNCc1ccccc1)NC1CCCCC1
  MmCpn inh = 0%
Molecule: O=C(Nc1nc2c(s1)CCCC2)c1cc(-c2ccc3c(c2)OCO3)nc2ccccc12
  MmCpn inh = -1%

(further entries)
SMILES | MmCpn inh
COc1cc2c(cc1OC)CN(CC(=O)Nc1ccc(Cl)c(S(=O)(=O)N(C)C)c1)CC2 | 0%
CCc1ccc(CNC(=O)Cn2nc(-c3ccc(C)cc3)ccc2=O)cc1 | -3%
COc1ccc(C(=O)NCC(O)COc2ccc(C(C)(C)C)cc2)cc1[N+](=O)[O-] (centres undefined) | 2%
COc1cc(/C=N/NC(=O)c2cc3c(ccc4ccccc43)o2)cc(OC)c1O | 0%
CCCCCCc1nc2ccccc2c(=O)n1NC(=O)c1c(O)c2cccc3c2n(c1=O)CCC3 | 0%
CCn1c(-c2cc(-c3ccc(C)c(C)c3)nc3ccccc23)n[nH]c1=S | -3%
COc1ccccc1C1/C(=C(\O)c2ccc3c(c2)OCCO3)C(=O)C(=O)N1CCCN(C)C (centres undefined) | 0%
CCOC(=O)c1c(NC(=S)Nc2cc([N+](=O)[O-])ccc2OC)sc2c1CCCCC2 | -3%
COc1ccc2c(c1)O[C@@H](c1cccc(C(F)(F)F)c1)[C@H](OC(=O)NCCc1ccc(OC)c(OC)c1)C2=O | 0%
COc1ccc(-n2c(=S)[nH]c3sc4c(c3c2=O)CCN(C)C4)cc1 | -1%
O=c1/c(=C/c2cn(-c3ccccc3)nc2-c2ccc(F)cc2)sc2nc3ccccc3n12 | 0%
O=C(Nc1ccccc1Cl)Oc1ccc2ccccc2c1 | 2%
